# FadD28 FP inh – inhibitors of FadD28 bisubstrate probe binding, primary screen, biochemical, fluorescence polarization, single point; hit rate 0.22% among 360,000; inhibition, % at 12.5 µM; Mycobacterium tuberculosis FadD28 fatty-acid-AMP ligase; AID 588549, 2011; in the data active = inhibition above about 8.5%, passing the limit was not always enough
# TcdB inh – TcdB glycohydrolase inhibitors, primary screen, biochemical, single point, plate reader | AID 652162, 2013 | hit rate 0.24% among 350,000 | TcdB glycohydrolase enzymatic assay | inhibition, % at 9.99 µM | Toxin B (Clostridioides difficile), P18177; in the data active = inhibition above about 10%
# PfHsp40 yeast – rescue of yeast from PfHsp40 toxicity, primary screen, S. cerevisiae, ATP luminescence | growth rescue, % at 12.5 µM | hit rate 0.68% among 340,000 | AID 504582, 2011 | S. cerevisiae expressing PfHsp40, growth rescue; in the data active = growth rescue above about 28%, passing the limit was not always enough;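 note: yeast W303a lacking pdr1 and pdr3 grown in galactose medium; growth measured after three days at 30 °C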
# GDH-TPI counter – GDH-TPI coupling enzyme inhibitors, primary screen, artefact control for M. tuberculosis FBA inhibitor project, biochemical, absorbance, full deck; GDH-TPI coupled enzyme counterscreen, NADH absorbance; inhibition, % at 4.8 µM; hit rate 1.2% among 360,000; AID 588335, 2011; in the data active = inhibition above about 30%;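 note: 0% = DMSO wells and 100% = wells lacking the enzyme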
# BH1578 lux ind – inducers of Vibrio cholerae quorum light production without autoinducers, primary screen, BH1578 luxS cqsA deficient, single point; AID 588436, 2011; activation, % at 18.7 µM; V. cholerae BH1578 lux reporter, luminescence, 6 h; hit rate 0.16% among 350,000; in the data active = activation mostly above about 9.7%, no sharp cut-off; note: not every result past the cut was called active; inactives centre near 0; reference of the scale not given here
# Mtb FBA inh – Mtb FBA enzyme inhibitors, primary screen, biochemical, fluorescence, strain H37Rv. hit rate 2.3% among 360,000. Fructose-bisphosphate aldolase (Mycobacterium tuberculosis (strain ATCC 25618 / H37Rv)), …. inhibition, % at 1 µM. purified M. tuberculosis FBA, fluorescence read-out; in the data active = inhibition above about 27%;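 note: 0% = vehicle and 100% = reference inhibitor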
# UGM FP inh – M. tuberculosis UGM enzyme inhibitors, primary screen, biochemical, fluorescence polarization, single point | purified UGM, fluorescence polarization probe displacement | inhibition, % at 10 µM | hit rate 0.06% among 320,000 | AID 504406, 2011; in the data active = inhibition above about 10%, passing the limit was not always enough
# Mtb BioA inh – M. tuberculosis BioA enzyme inhibitors, primary screen, biochemical, plate reader, single point, HTS; purified M. tuberculosis BioA enzyme; hit rate 0.096% among 360,000; inhibition, % at 9.99 µM; 7,8-diaminopelargonic acid synthase BioA (Mycobacterium tuberculosis); in the data active = inhibition above about 40%
# Y pestis TopoI – Yersinia pestis topoisomerase I inhibitors, primary screen, biochemical, cleavage product accumulation, plate reader, single point | DNA topoisomerase I (Yersinia pestis CO92) | Y. pestis Topo-I cleavage product accumulation | activity, % at 10 µM | hit rate 0.064% among 360,000 | AID 504884, 2011; in the data active = activity above about 50%, passing the limit was not always enough; note: inactives centre near 2
# Active calls of the source: *; i = inactive; . = not tested or not shown; & = joins results of further samples.
compound,FadD28 FP inh,TcdB inh,PfHsp40 yeast,GDH-TPI counter,BH1578 lux ind,Mtb FBA inh,UGM FP inh,Mtb BioA inh,Y pestis TopoI
COCCn1c(N)c(N(Cc2ccccc2)C(=O)CSCC(=O)Nc2ccc(C)cc2)c(=O)[nH]c1=O,2.1,-0.7,-0.5,-4,7.3,9,0.2,-2.5,-4
CC(C)CNCC(=O)N1c2ccccc2Sc2ccccc21,0.6,.,1.3,11,.,8,4.0,0.7,19
Cc1nc2sc(C(c3ccco3)N3CCN(C(c4ccccc4)c4ccccc4)CC3)c(O)n2n1 (stereo unspecified),-8.2,0.3,1.3,-1,-0.3,0,0.4,-1.4,21
COc1ccc(C(C(=O)NC2CCCC2)N(Cc2ccc(F)cc2)C(=O)c2ccn[nH]2)cc1OC (stereo unspecified),-1.8,1.0,1.5,2,i,1,1.9,-1.9,4
Cc1ccc(C)c(NC(=O)[C@@H]2CCCN2S(=O)(=O)c2ccccc2F)c1,-1.5,1.0,0.2,7,-1.0,-1,.,0.2,5
c1ccc(C2OCCN2c2ccccc2)cc1 (stereo unspecified),-2.6,-0.6,0.3,6,-0.8,-1,.,-0.8,1
Cc1ccc(NS(=O)(=O)c2ccc(C(=O)OCC(=O)NCC3CCCO3)cc2)cc1 (stereo unspecified),-2.3,0.6,0.1,-6,-0.2,-1,0.0,0.2,-4
CC(=O)c1ccc([N+](=O)[O-])c(CS(=O)(=O)c2ccccc2)c1,1.7,-0.2,18,5,-0.5,-1,1.3,-0.6,-5
COc1ccc(-c2cc(C(=O)Nc3c(Cl)cc(Cl)cc3Cl)c3ccccc3n2)cc1OC,-0.5,0.4,-0.1,-1,-0.4,7,0.1,-2.1,0
c1ccc(-c2nc3ccccc3c3nc4ccccc4n23)cc1,-4.4,.,-1.7,7,i,3,-3.6,.,-2
CCOc1ccccc1NC(=O)c1cccc(NC2=NC3CS(=O)(=O)CC3S2)c1 (stereo unspecified),-1.8,-5.4,-0.2,3,-0.2,7,-0.2,-1.1,-4
COc1ccc(C(=O)CSc2nnc(-c3ccccn3)n2Cc2ccco2)cc1,-5.3,.,-1.0,8,i,2,1.3,.,26

# Other records follow:
compound,FadD28 FP inh,TcdB inh,PfHsp40 yeast,GDH-TPI counter,BH1578 lux ind,Mtb FBA inh,UGM FP inh,Mtb BioA inh,Y pestis TopoI
CC(C)(CNC(=O)c1cccc(F)c1)CNC(=O)c1cccc(F)c1,-3.1,1.5,1.3,-1,i,-1,-0.4,5.1,9
Cc1ccc(Nc2nc(-c3c(C)n(C)n(-c4ccccc4)c3=O)c(C)s2)cc1,-1.1,.,-0.8,4,3.2,2,1.3,0.7,6
CCN(C(=O)COC(=O)CSc1ccc([N+](=O)[O-])cc1)C1CCS(=O)(=O)C1 (stereo unspecified),0.6,1.3,-1.3,10,i,5,-2.6,-0.2,2
CCOc1ccc(N=c2scc(-c3ccc(OC)cc3)n2CCO)cc1,1.2,.,1.6,-7,3.8,5,-3.4,2.2,32
Cc1nn(-c2ccccc2)c(Cl)c1C(=O)Nc1nnc(C2CCCC2)s1,-1.3,.,-0.4,-11,0.0,-2,2.8,1.2,4
CCC(Sc1nncn1C)C(=O)Nc1nnc(-c2ccccc2Cl)s1 (stereo unspecified),-0.1,2.5,-1.0,8,-0.3,-2,-2.4,-0.3,-3
CCc1noc(C)c1C(=O)N(CC)CC(=O)Nc1ccccc1C(F)(F)F,-0.9,2.3,-0.8,11,-0.3,1,2.3,-1.3,-4
Cc1ccc(-c2nnc(N3CCN(C(=O)CSc4ncn[nH]4)CC3)c3ccccc23)cc1,-2.9,.,-0.8,8,-1.7,1,4.4,52*,23
COC(=O)c1cccc(Oc2nc3c(c(=O)n(C)c(=O)n3C)n2C(C)C)c1,-0.5,0.4,-0.8,-7,.,1,-2.9,1.8,2
O=C(Nc1cccc(O)c1)C(Cc1ccccc1)N1C(=O)c2cccc3cccc(c23)C1=O (stereo unspecified),-1.9,1.0,0.1,16,-0.3,-1,0.6,.,-4
Cc1n[nH]c(=S)n(/N=C/c2ccccn2)c1=O,-0.7,.,0.8,7,i,1,-0.9,-0.3,2
CCOC(=O)Cc1csc(NS(=O)(=O)c2cccc([N+](=O)[O-])c2)n1,-3.9,0.0,0.1,-5,-0.1,-4,0.8,-2.1,-2

# (list continues)
compound,FadD28 FP inh,TcdB inh,PfHsp40 yeast,GDH-TPI counter,BH1578 lux ind,Mtb FBA inh,UGM FP inh,Mtb BioA inh,Y pestis TopoI
CCOc1ccc(N2C(=O)c3ccccc3C2=O)cc1,0.6,.,0.0,1,-0.2,-1,0.3,-1.5,6
O=c1c2c(nc3cc(-c4ccccc4)[nH]n13)CCC2,-0.9,.,-0.1,6,i,44*,-2.6,0.8,1
CCN(CC(=O)NCc1cccs1)C(=O)c1ccc(NS(=O)(=O)c2ccc(F)cc2)cc1,0.6,0.3,-0.4,4,i,2,2.3,.,-2
COc1ccc(NC(=O)N(C)C[C@H]2Oc3ccc(NC(=O)NC(C)C)cc3C(=O)N([C@H](C)CO)C[C@@H]2C)cc1,0.4,-0.8&6.6,-0.9,16,-0.9,3,3.3,0.5,-4
COC(=O)c1sc(NC(=O)CSc2nc3nc(C)cc(C)n3n2)c(C(=O)OC)c1C,-5.6,1.2,-2.1,10,-0.8,0,-2.3,.,4
Oc1ccccc1Cl,-0.4,1.2,2.0,9,0.3,11,.,1.0,-5
CSc1nnc(NC(=O)c2ccc(S(=O)(=O)N(C)C)cc2)s1,-1.7,0.9,0.9,11,i,-2,1.4,.,-2
NC(=O)c1ccc(NC(=O)C2CC2)cc1,-2.7,0.9,0.7,6,-0.2,4,-1.0,.,-1
O=C1C2C3C=CC(CO)(O3)C2C(=O)N1c1ccccc1-c1ccccc1 (stereo unspecified),-0.8,.,-1.8,8,i,3,0.8,3.4,13
CCCCC(=O)Nc1nnc(-c2ccc(OC)cc2)s1,-3.5,.,1.2,-3,i,13,1.3,-1.3,6
CCC1(CCO)C(=O)NC(=S)NC1=O,-0.1,-0.1,-0.5,12,i,0,.,-1.0,2
O=C(C1=C[C@H](C2CCCCC2)C[C@H](OCc2ccc(CO)cc2)O1)N1CCN(Cc2ccc3c(c2)OCO3)CC1,-1.9,0.6,2.4,5,i,1,-2.8,0.0&0.8,21

# Next results
compound,FadD28 FP inh,TcdB inh,PfHsp40 yeast,GDH-TPI counter,BH1578 lux ind,Mtb FBA inh,UGM FP inh,Mtb BioA inh,Y pestis TopoI
CCOc1ccc(S(=O)(=O)n2ccnc2)c2ccccc12,1.2,0.9,-0.1,0,-0.1,7,2.7,-0.8,-8
NC(=O)c1ccc(NC(=O)COC(=O)c2n[nH]c3ccccc23)cc1,-0.6,0.1,0.0,2,i,10,-1.8,-0.6,0
COC(=O)C1=NNC2C(=O)N(c3ccc(C)cc3)C(=O)C12 (stereo unspecified),-0.6,-0.9,0.0,1,-0.3,0,2.1,.,11
CCC(C)c1ccc(NC(=S)NCc2cccs2)cc1 (stereo unspecified),7.2,.,0.7,3,-0.4,2,1.0,-0.3,-9
CCOC(=O)CSc1nnc(CSc2nc(C)cc(C)n2)n1Cc1ccco1,-0.8,.,-0.8,4,5.4,7,0.1,4.3,6
C=CCn1c(-c2cccc(OCC)c2)n[nH]c1=S,-1.4,1.1,0.3,8,i,1,1.5,-1.5,2
CCN(Cc1ccccc1)C(=O)CSc1nc(C)cc(C)c1C#N,-1.0,1.3,129*,-7,-0.2,-2,0.4,1.9,33
COc1ccc(Cn2c(=O)c3[nH]cnc3n(-c3ccc(C)cc3)c2=O)cc1,-3.7,0.9,0.3,-4,i,-2,-0.5,3.8,-1
COc1cc(NC(=O)CCS(=O)(=O)c2ccc3c(c2)oc(=O)n3C)cc(OC)c1OC,-2.4,-0.6,1.2,7,-0.3,0,1.5,5.7,0
O=C(NC1CCCCC1)C(c1cccnc1)N(C(=O)c1csnn1)C1CCCC1 (stereo unspecified),-4.5,.,-0.8,0,-0.6,0,-0.3,0.8,1
CC(C)(C)c1nnc(NC(=O)C2CCN(c3ncccn3)CC2)s1,-3.6,.,0.1,-6,-0.2,0,0.2,.,4
CSCCC(c1nnnn1C1CCCCC1)N1CCN(C/C=C/c2ccccc2)CC1 (stereo unspecified),1.0,0.7,.,.,.,5,.,0.3,.

# Nothing new here: an excerpt of the list.
compound,FadD28 FP inh,TcdB inh,PfHsp40 yeast,GDH-TPI counter,BH1578 lux ind,Mtb FBA inh,UGM FP inh,Mtb BioA inh,Y pestis TopoI
CCOC(=O)CSc1nnc(CSc2nc(C)cc(C)n2)n1Cc1ccco1,-0.8,.,-0.8,4,5.4,7,0.1,4.3,6
C=CCn1c(-c2cccc(OCC)c2)n[nH]c1=S,-1.4,1.1,0.3,8,i,1,1.5,-1.5,2
CCN(Cc1ccccc1)C(=O)CSc1nc(C)cc(C)c1C#N,-1.0,1.3,129*,-7,-0.2,-2,0.4,1.9,33
COc1ccc(Cn2c(=O)c3[nH]cnc3n(-c3ccc(C)cc3)c2=O)cc1,-3.7,0.9,0.3,-4,i,-2,-0.5,3.8,-1
COc1cc(NC(=O)CCS(=O)(=O)c2ccc3c(c2)oc(=O)n3C)cc(OC)c1OC,-2.4,-0.6,1.2,7,-0.3,0,1.5,5.7,0
O=C(NC1CCCCC1)C(c1cccnc1)N(C(=O)c1csnn1)C1CCCC1 (stereo unspecified),-4.5,.,-0.8,0,-0.6,0,-0.3,0.8,1
CC(C)(C)c1nnc(NC(=O)C2CCN(c3ncccn3)CC2)s1,-3.6,.,0.1,-6,-0.2,0,0.2,.,4
CSCCC(c1nnnn1C1CCCCC1)N1CCN(C/C=C/c2ccccc2)CC1 (stereo unspecified),1.0,0.7,.,.,.,5,.,0.3,.

# Remaining list, next part:
compound,FadD28 FP inh,TcdB inh,PfHsp40 yeast,GDH-TPI counter,BH1578 lux ind,Mtb FBA inh,UGM FP inh,Mtb BioA inh,Y pestis TopoI
CCC(=O)c1cn(CC(=O)NCc2ccco2)c2ccccc12,-1.0,.,-1.0,10,0.2,-3,-0.3,-3.1,-2
CCOCCn1c(SC(C)C(C)=O)nc2c1c(=O)[nH]c(=O)n2C (stereo unspecified),0.6,0.8,-1.2,0,-0.6,2,-2.9,-0.4,9
Cc1cccc(C)c1NC(=O)CCCSc1nnnn1C,-1.0,.,-0.5,3,.,-1,-0.4,0.7,1
CCCc1nc2ccccc2c(NC(=O)CN(CC)CC)c1CC,-1.8,0.5,-0.5,2,-0.4,-1,-2.6,.,-6
COc1ccc(C(=O)NC(=S)N(CCC(C)C)c2c(N)n(Cc3ccccc3)c(=O)[nH]c2=O)cc1,-2.0,0.6,-1.2,5,-4.5,-1,-1.3,.,32
CCNc1nc(NCC)n2c(SC(C)C(=O)c3ccc(C)cc3)nnc2n1 (stereo unspecified),-1.7,1.8,-0.2,2,-0.3,-1,-1.4,2.5,6
O=C(NC1CCN(C(=O)Nc2cccc(Cl)c2)CC1)c1ccccc1,-4.9,0.3,1.1,-8,-0.4,0,1.9,5.8,0
CCc1ccc(CN(C)C(=O)C2=CC=CN3CCS(=O)(=O)N=C23)cc1,-2.0,1.2,0.3,17,-0.5,6,.,0.2,-3
Cc1ccc(/C=C2\C(=N)N3N=C(CC(=O)N4CCOCC4)SC3=NC2=O)o1,1.3,-0.6,-1.2,45*,-0.2,5,1.4,-5.0,-6
CN(C)S(=O)(=O)c1cccc(NC(=S)NC(=O)C2CCCCC2)c1,-3.6,-0.4,-0.7,3,2.6,0,-0.8,.,4
COc1ccccc1NC(=O)C(NC(=O)c1ccc(C)cc1)c1ccccc1 (stereo unspecified),-0.5,0.7,1.3,5,i,5,-0.9,-2.6,-10
COc1cc(OC)nc(Oc2cc(/C=N/O)ccc2OC)n1,-2.6,-1.1,-0.8,9,0.6,1,-1.6,.,3

# Assay outcomes (PubChem)

# Compounds as they come; overall some 4.6% were active at least once.
